Source: PubChem (The Scripps Research Institute Molecular Screening Center)
PREPL inh – PREPL enzyme inhibitors, primary screen, biochemical, fluorescence polarization; Prolyl endopeptidase-like (Homo sapiens), Q4J6C6; inhibition, % at 5.96 µM; recombinant PREPL, fluorescence polarization activity-based probe; 320,000 tested, 0.68% active; AID 2751, 2010; in the data active means inhibition above about 43%;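 further: 0% = enzyme with DMSO and 100% = wells lacking enzyme; many of its hits are not listed in these tables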
PAFAH2 inh – PAFAH2 enzyme inhibitors, primary screen, biochemical, fluorescence polarization, human; Platelet-activating factor acetylhydrolase 2, cytoplasmic (Homo sapiens), Q99487; inhibition, % at 3.39 µM; recombinant PAFAH2, FP-rhodamine activity probe; 340,000 tested, 0.99% active;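 active means inhibition above the mean over all tested compounds plus 3 SD, cut at about 30% in these data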;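 further: inhibitors block probe labeling of enzyme so polarization drops; 0% = enzyme with DMSO and 100% = wells lacking PAFAH2 protein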
EBNA-1 inhibitor – EBNA-1 DNA-binding inhibitors, primary screen, biochemical, fluorescence polarization; inhibition, % at 14.8 µM; 300,000 tested, 0.34% active; in the data active means inhibition above about 28%
LYPLA1 counter – LYPLA1 inhibitors, primary screen, counter-screen for PME1 inhibitor project, biochemical, fluorescence polarization, FP-Rh probe ABPP; Acyl-protein thioesterase 1 (Homo sapiens), O75608; 320,000 tested, 0.16% active; recombinant LYPLA1; inhibition, % at 5.9 µM;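 active means inhibition above the mean of all tested compounds plus 3 SD, set per campaign, cut at about 14% in these data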;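 further: inhibitors block serine hydrolase probe labeling of LYPLA1 so polarization falls; 0% = enzyme with DMSO and 100% = wells lacking LYPLA1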
Target sequence (O75608 whole entry, looked up): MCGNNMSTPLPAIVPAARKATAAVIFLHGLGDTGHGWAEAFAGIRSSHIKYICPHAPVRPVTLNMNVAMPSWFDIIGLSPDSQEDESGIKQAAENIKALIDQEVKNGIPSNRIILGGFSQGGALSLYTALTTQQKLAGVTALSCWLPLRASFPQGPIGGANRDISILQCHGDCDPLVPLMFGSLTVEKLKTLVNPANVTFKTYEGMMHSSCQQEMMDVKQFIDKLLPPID
PAFAH1B3 FP inh – PAFAH1B3 enzyme inhibitors, primary screen, biochemical, fluorescence polarization, human. 340,000 tested, 0.28% active. Platelet-activating factor acetylhydrolase IB subunit alpha1 (Homo sapiens), Q15102. inhibition, % at 3.39 µM. recombinant PAFAH1B3, FP-rhodamine probe;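 active means inhibition above the screen-wide average of all tested compounds plus 3 SD, cut at about 25% in these data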;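 further: 0% = enzyme with DMSO only and 100% = wells lacking PAFAH1B3 protein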
LYPLA2 counter – LYPLA2 inhibitors, primary screen, counter-screen for PME1 inhibitor project, biochemical, fluorescence polarization, FP-Rh probe ABPP; inhibition, % at 5.9 µM; recombinant LYPLA2; 320,000 tested, 0.38% active; AID 2177, 2009;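 active means inhibition above the screen-wide mean plus 3 SD, limit set per campaign, cut at about 26% in these data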;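 further: 0% = LYPLA2 with DMSO and 100% = wells lacking LYPLA2 enzyme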
ZTA DNA inh – counter-screen for EBNA-1 inhibitors: inhibitors of Epstein-Barr virus ZTA | P03206 | ZTA-DNA binding, fluorescence polarization | inhibition, % at 11 µM | 320,000 tested, 0.15% active | AID 2234; in the data active means inhibition above about 33%
PAFAH1B2 inh – PAFAH1B2 enzyme inhibitors, primary screen, biochemical, fluorescence polarization, human | inhibition, % at 3.39 µM | recombinant PAFAH1B2, FP-rhodamine activity probe | 340,000 tested, 1.2% active | Platelet-activating factor acetylhydrolase IB subunit alpha2 (Homo sapiens), P68402;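 active means inhibition above the mean of all tested compounds plus 3 SD, cut at about 24% in these data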;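 further: 0% = enzyme with DMSO and 100% = wells lacking PAFAH1B2; many of its hits are not listed in these tables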
Target sequence (P68402 whole entry, looked up): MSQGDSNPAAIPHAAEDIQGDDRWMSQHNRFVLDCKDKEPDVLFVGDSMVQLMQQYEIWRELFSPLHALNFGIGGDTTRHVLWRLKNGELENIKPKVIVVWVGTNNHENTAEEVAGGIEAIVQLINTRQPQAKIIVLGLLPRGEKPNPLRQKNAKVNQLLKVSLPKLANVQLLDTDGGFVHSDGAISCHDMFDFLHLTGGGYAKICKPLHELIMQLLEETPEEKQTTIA
pPAFAH FP inh – pPAFAH enzyme inhibitors, primary screen, biochemical, fluorescence polarization, human | recombinant pPAFAH, FP-rhodamine probe fluorescence polarization | inhibition, % at 3.39 µM | 330,000 tested, 1.5% active;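 active means inhibition above the mean inhibition across the screen plus 3 SD, cut at about 25% in these data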;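 further: inhibitors block binding of the rhodamine activity-based probe so polarization drops; 0% = enzyme with DMSO and 100% = wells lacking pPAFAH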
Target sequence (Q13093 whole entry, looked up): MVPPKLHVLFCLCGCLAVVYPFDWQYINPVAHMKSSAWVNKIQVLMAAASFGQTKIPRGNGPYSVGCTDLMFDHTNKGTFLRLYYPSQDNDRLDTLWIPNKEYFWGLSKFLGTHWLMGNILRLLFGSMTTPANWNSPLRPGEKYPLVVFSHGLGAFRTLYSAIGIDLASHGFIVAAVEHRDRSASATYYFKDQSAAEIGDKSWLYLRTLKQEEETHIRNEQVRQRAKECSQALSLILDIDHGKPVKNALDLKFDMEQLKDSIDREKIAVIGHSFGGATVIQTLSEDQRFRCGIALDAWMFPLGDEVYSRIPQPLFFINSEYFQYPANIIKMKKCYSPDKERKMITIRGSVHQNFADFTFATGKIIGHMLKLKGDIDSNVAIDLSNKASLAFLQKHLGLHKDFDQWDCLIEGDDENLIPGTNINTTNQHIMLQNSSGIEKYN
* = called active by the depositor; . = no result given. These rows are one share of the data; count on the stated rates, not on these rows.

SMILES	PREPL inh	PAFAH2 inh	EBNA-1 inhibitor	LYPLA1 counter	PAFAH1B3 FP inh	LYPLA2 counter	ZTA DNA inh	PAFAH1B2 inh	pPAFAH FP inh
O=C(Nc1cccc(F)c1)N(Cc1ccc(Cl)cc1)CC(O)C(F)(F)F (centres undefined)	-15	1	-6	-6	-3	-13	6	1	-4
CCOC(=O)CSc1ccc(-c2nc3ccccc3[nH]2)cn1	15	-4	-3	-4	7	-9	-4	2	-1
O=C(c1ccc(S(=O)(=O)N2CCOCC2)cc1)N1CCN(c2ccccc2)CC1	1	-14	-8	-2	2	1	1	2	-2
N=C1/C(=C/c2cccn2-c2cccc([N+](=O)[O-])c2)C(=O)N=C2SC=CN12	12	.	-6	1	.	7	-9	.	3
C=CCN(C(=O)C1=NN(C2CCS(=O)(=O)C2)C(=O)CC1)c1nc(-c2ccc([N+](=O)[O-])cc2)cs1 (centres undefined)	20	-5	-2	1	3	2	1	1	7
COc1cccc(-c2ccc(C#N)c(=O)[nH]2)c1	-4	7	13	-1	0	2	2	-1	1
O=c1c2c3c(sc2nc2n1CCCC2)CCC3	5	0	-7	3	6	11	-16	0	-1
Cc1[nH]c2ccc(Br)cc2c(=O)c1CN1CCCCC1	6	0	2	0	5	6	-10	5	-1
COc1ccccc1CCNC(=O)CN1C(=O)c2ccccc2S1(=O)=O	-7	0	-9	0	2	3	-8	2	1
Cc1ccc(-n2c3c(cc(C(=O)O)c2=O)C(=O)CC(C)(C)C3)cc1	-4	-6	-1	2	-3	4	8	3	3
O=C(COC(=O)c1cccc(Cl)c1Cl)NCCN1C(=O)CSC1=O	22	1	13	-4	4	0	4	4	4
Cc1ccc(C(=O)N2C(=S)C(c3ccc(F)cc3)=NC23CCN(C)CC3)cc1	5	4	-5	-5	4	-3	-7	6	1
Nc1nc(NC(=O)/C=C/c2ccc(F)cc2)nn1-c1ccccc1	7	6	2	1	11	-3	10	6	9
Cc1sc(NC(=O)c2ccco2)c(C(c2cccnc2)N2CCN(CCO)CC2)c1C (centres undefined)	13	4	-18	4	1	6	-19	-6	-3
O=S(=O)(Nc1ccn(-c2ccccc2)n1)c1ccc(Br)cc1	-18	6	3	2	4	2	3	24	9
COc1ccc(CN2CCCCCC2)cc1Br	1	-4	-7	1	13	-1	6	2	4
COc1ccccc1NC(=O)COC(=O)c1[nH]c(=O)[nH]c(=O)c1N	1	-1	.	.	7	.	.	-7	-2
CN(Cc1cccc(F)c1)C(=O)c1ccccc1Sc1ccccc1C#N	6	2	-9	-2	3	-2	-12	2	-7
CC(=O)Nc1cc[n+](C(C)C(=O)c2ccccc2)cc1 (centres undefined)	-3	-4	14	1	6	3	10	2	4
CCN(C(=O)COC(=O)c1ccc(Cl)c(S(=O)(=O)N2CCCCC2)c1)C1CCS(=O)(=O)C1 (centres undefined)	12	5	.	.	10	.	.	2	2
CN1CCN(c2ccccc2/C=C2/C(=O)Nc3ccccc32)CC1	12	1	4	1	0	-3	-6	-1	2
CC(C)c1ccc(C2(C)NC(=O)N(CC(=O)NC3(C#N)CCCC3)C2=O)cc1 (centres undefined)	10	0	.	1	3	5	-8	4	2
O=C(NNC(=O)c1cccc(Br)c1)Nc1ccc(Cl)cc1	12	3	-11	-1	1	0	-2	2	-3
Cc1nn(CCC#N)c2nc(-c3ccccc3)cc(C(F)(F)F)c12	1	2	-8	-2	-7	-4	-10	1	1
COc1cccc(-n2nnnc2SCC(=O)NCc2ccc3c(c2)OCO3)c1	-15	-2	-12	1	5	1	-2	11	-7
O=C(CN(C(=O)CCC(=O)Nc1nccs1)c1cccc(F)c1)NCC1CCCO1 (centres undefined)	1	-7	17	-1	3	4	4	-3	-2
O=C(Nc1cc2c(cc1Cl)OCCCO2)c1ccco1	-5	-2	-1	0	3	-1	-15	-2	-2
Cn1c(=O)c(=O)n(C)c2cc(S(=O)(=O)NCCc3ccccc3)ccc21	7	-1	-1	1	5	0	5	5	2
Oc1ccccc1N1CCN(C(c2ccccc2)c2ccccc2)CC1	12	-2	-1	-3	3	-5	-22	1	5
Cc1ccccc1C(=O)Nc1nnc(SCC(=O)NC2CC2)s1	20	3	4	-4	3	4	1	3	-2
COc1ccc(C2(C(=O)N3CCC(n4nc(-c5ccccc5)oc4=O)CC3)CC2)cc1	-13	-1	1	1	5	22	-8	4	1
Cn1c(=O)[nH]c(=O)c2c1nc(SCCN1CCOCC1)n2CCCc1ccccc1	13	0	-8	0	-4	6	2	0	5
NC(=O)c1ccccc1Nc1nc2nc3ccccc3c(=O)n2cc1Br	7	.	3	-2	.	0	13	.	10
CC(NC(=O)/C=C/c1ccco1)c1nc2ccccc2n1Cc1c(Cl)cccc1Cl (centres undefined)	-5	4	1	-5	-4	-8	-3	1	7
CC(=O)Nc1ccc(OS(=O)(=O)c2cc(Cl)ccc2C)cc1	-15	13	-3	-1	2	-5	10	5	-4
CC(C)(C)C(=O)COC(=O)C1CC(=O)N(c2ccccc2)C1 (centres undefined)	11	11	9	2	3	9	-9	4	0
O=C(Nc1nccs1)C1CCN(S(=O)(=O)c2cnc[nH]2)CC1	11	-2	-19	0	8	0	-8	2	-3
CN(CC(=O)Nc1ccccc1C(=O)N1CCCC1)S(=O)(=O)c1ccc(Cl)cc1	2	2	8	-3	7	5	17	2	2
Cc1ccc(OCCCNC2CCCC2)cc1	0	2	4	-2	-3	-2	-4	0	6
COc1cc(NC(=O)c2ccccc2)c(OC)cc1NC(=O)CSc1[nH]c(=O)cc(C)c1C#N	20	1	-6	-1	8	2	-5	4	8

Looked up by structure from the list above (four):
SMILES	PREPL inh	PAFAH2 inh	EBNA-1 inhibitor	LYPLA1 counter	PAFAH1B3 FP inh	LYPLA2 counter	ZTA DNA inh	PAFAH1B2 inh	pPAFAH FP inh
O=C(Nc1nccs1)C1CCN(S(=O)(=O)c2cnc[nH]2)CC1	11	-2	-19	0	8	0	-8	2	-3
O=C(NNC(=O)c1cccc(Br)c1)Nc1ccc(Cl)cc1	12	3	-11	-1	1	0	-2	2	-3
CC(C)c1ccc(C2(C)NC(=O)N(CC(=O)NC3(C#N)CCCC3)C2=O)cc1 (centres undefined)	10	0	.	1	3	5	-8	4	2
CC(=O)Nc1ccc(OS(=O)(=O)c2cc(Cl)ccc2C)cc1	-15	13	-3	-1	2	-5	10	5	-4

(further entries)
SMILES	PREPL inh	PAFAH2 inh	EBNA-1 inhibitor	LYPLA1 counter	PAFAH1B3 FP inh	LYPLA2 counter	ZTA DNA inh	PAFAH1B2 inh	pPAFAH FP inh
Cc1ccc(-c2csc(CC(N)=O)n2)cc1	-4	1	14	-4	0	3	0	2	3
Cn1c(-c2sc3ccccc3c2Cl)n[nH]c1=S	-2	10	2	-1	5	1	-4	8	1
CCOc1ccc(CC(=O)NC2CC(C)(C)N(C)C(C)(C)C2)cc1OCC	11	1	.	6	15	4	-5	1	2
CCC1(c2ccccc2)NC(=O)N(CC(=O)Nc2ccc3c(C)cc(=O)oc3c2)C1=O (centres undefined)	-10	4	-3	-4	6	-3	8	1	3
Cn1cccc1/C=C1\SC(=S)N(Nc2ccccc2)C1=O	-12	6	0	-4	5	-4	8	4	2
Cc1cc(C)n(-c2nc(N(C)C)nc(N(C)C)n2)n1	8	3	2	3	9	0	-5	-2	8
Cc1ccc(-n2nc(C)c3c2OC(N)=C(C#N)C3c2ccc(C)o2)cc1 (centres undefined)	5	6	-13	0	7	1	1	3	6
Cc1[nH]c2ccccc2c1C(=O)COc1ccccc1	5	-1	4	-3	8	4	-4	-6	0
Cn1c2ccc(F)cc2c2nc3ccccc3nc21	-14	1	11	3	6	-2	-14	-8	-1
Cc1nn(-c2ccccn2)c2c1-c1nc(N3CCOCC3)ncc1CC2	8	9	-3	-3	2	-4	7	0	2
C=CC1=C(C(=O)O)N2C(=O)C(NC(=O)Cc3ccccc3)C2SC1 (centres undefined)	5	9	3	1	4	1	8	-2	12
O=C1CCCN1CCCNc1ncnc2c1cnn2-c1ccc(Cl)cc1	11	2	-13	4	-1	30*	-3	4	5
CN(C)CC(C(=O)c1ccccc1)c1ccccc1 (centres undefined)	-19	-7	11	-1	9	-6	20	7	1
COc1ccc(CNC(=O)COc2ccc(S(=O)(=O)N3CCCCC3)cc2)cc1	13	2	-11	0	2	3	-24	-1	28*
Clc1nc2ccccc2cc1-c1nnn(-c2ccccc2Br)n1	2	11	-4	0	14	4	-1	8	4
O=C(NC(Cc1ccccc1)C(=O)O)/C(=C/c1ccc(Cl)cc1)NC(=O)c1ccco1 (centres undefined)	2	4	0	1	4	9	3	6	-1
COc1cccc(-n2nnnc2SCC(=O)c2ccc(NC(C)=O)cc2)c1	-13	6	5	0	11	4	-11	-1	-2
COc1ccc(-c2nnc(SCC(=O)NC3CCCCC3)o2)cc1	7	-7	2	5	-3	6	8	9	-4
CCOc1ccc(CC2S/C(=N/N=C/c3ccco3)NC2=O)cc1 (centres undefined)	-16	1	10	-4	3	-4	4	2	5
COc1ccc(N2CCN(C(=O)Cn3cnc4c3c(=O)n(C)c(=O)n4C)CC2)cc1	18	-6	1	3	8	-4	2	3	7

3 compounds from above, arranged by their value in EBNA-1 inhibitor, falling.
Compound,PREPL inh,PAFAH2 inh,EBNA-1 inhibitor,PAFAH1B3 FP inh,PAFAH1B2 inh,pPAFAH FP inh
COc1ccc(-c2nnc(SCC(=O)NC3CCCCC3)o2)cc1,7,-7,2,-3,9,-4
Cn1c(=O)c(=O)n(C)c2cc(S(=O)(=O)NCCc3ccccc3)ccc21,7,-1,-1,5,5,2
O=C(NNC(=O)c1cccc(Br)c1)Nc1ccc(Cl)cc1,12,3,-11,1,2,-3
